CAL PDZ FP-1: inhibitors of human CAL PDZ peptide binding; Q9HD26; purified CAL PDZ, TMR-peptide fluorescence polarization, 1 h; inhibition, % at 24.9 µM; 300,000 compounds, 0.92% hits; AID 602252;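 active = mean inhibition of at least 30% with at least half of replicates also reaching 30%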;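 also: 0% = DMSO neutral control and 100% = excess unlabeled competitor peptide PRC23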
LANA DNA inh: KSHV C-LANA DNA binding inhibition; MBP-C-LANA/FAM-LBS DNA binding, fluorescence polarization; AID 504423; 340,000 compounds, 0.078% hits; inhibition, % at 9 µM;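 active = highest replicate inhibition at or above 60% at 9 µM, even if other replicates fall short; inactive = all replicates below 60% inhibition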;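 also: 0% = neutral control wells and 100% = 4 µM acridine orange control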
RTF Ca sens act: cardiac RTF calcium sensitization; IANBD-labeled TnC RTF fluorescence at EC20 calcium; 0% EC20 calcium, 100% full calcium; activation, % at 7.2 µM; 340,000 compounds, 0.24% hits; P19429+P45379;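 active = activation above the mean over all tested compounds plus 3 SD, cut at about 30% in these data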;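 also: rise in fluorescence read as greater calcium sensitivity of cardiac thin filaments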
SR-BI DiI-HDL act: activators of SR-BI mediated HDL lipid uptake; CHO ldlA[mSR-BI] cells, DiI-HDL uptake fluorescence, 3 h; 100 = double the neutral-control signal; activation, % at 12.5 µM; 320,000 compounds, 0.096% hits; AID 504775;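 active = mean replicate activation of at least 60% and every replicate at or above 60%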;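 also: 0% = median plate neutral-control signal and 100% = twice that signal; values of inactives mirror those of a sister screen read the other way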
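system = CHO ldlA[mSR-BI] cells, LDL receptor-null, SR-BI overexpressing | medium = Ham's F12 with 0.5% BSA, HEPES 25 mM, pH 7.4 | probe or stimulus = DiI-HDL 10 µg/mL | compound dosing = single-point compound dose | incubation = compound exposure 3 h, 37 °C | technique = DiI fluorescence, bottom read | read-out = cell-associated DiI fluorescence as measure of HDL uptake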
PKA-R2B act: PKA-R2B complex activation | PKA-R2B holoenzyme dissociation, Cy5-IP20 fluorescence polarization; R2B truncated from residue 108, S112A mutant; 0% DMSO only, 100% 113 µM cGMP | activation, % at 11.4 µM | 340,000 compounds, 0.079% hits | P22694+P31323;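 active = activation above a cutoff set at the mean over all compounds plus 3 SD, cut at about 18% in these data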;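 also: higher means more holoenzyme dissociation and a rise in polarization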
Target sequence (P31323 whole entry, looked up, other chains not shown, the tested form may be a part): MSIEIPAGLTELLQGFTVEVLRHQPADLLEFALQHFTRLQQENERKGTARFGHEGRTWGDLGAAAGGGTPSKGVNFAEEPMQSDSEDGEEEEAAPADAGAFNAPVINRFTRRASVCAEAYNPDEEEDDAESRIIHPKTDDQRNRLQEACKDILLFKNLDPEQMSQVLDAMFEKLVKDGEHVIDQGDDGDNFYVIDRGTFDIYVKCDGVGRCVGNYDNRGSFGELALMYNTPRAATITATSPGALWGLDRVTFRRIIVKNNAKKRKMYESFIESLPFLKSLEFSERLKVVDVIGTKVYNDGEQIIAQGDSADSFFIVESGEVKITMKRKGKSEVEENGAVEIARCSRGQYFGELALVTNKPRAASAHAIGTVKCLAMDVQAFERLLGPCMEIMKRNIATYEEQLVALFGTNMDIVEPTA
RTF Ca sens inh: cardiac RTF calcium desensitization; IANBD-labeled cardiac RTF, Ca2+ fluorescence; inhibition, % at 7.15 µM; 340,000 compounds, 0.12% hits;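 active = inhibition above the mean inhibition of all tested compounds plus 3 SD, cut at about 17% in these data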;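 also: assay run at fixed EC70 calcium of 1.6 mM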
Rtt109 Vps75: inhibitors of Candida albicans Rtt109/Vps75 histone acetyltransferase; inhibition, % at 34.9 µM; 330,000 compounds, 0.16% hits; Q5AAJ8; AID 540336; purified Rtt109/Vps75, ThioGlo CoA-SH fluorescence, 4 h;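 active = inhibition of at least 50% in every replicate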
DAGLB inhibitor: diacylglycerol lipase beta (human) inhibition | inhibition, % at 5.17 µM | HEK293T DAGLB membrane lysate, EnzChek fluorogenic substrate | 340,000 compounds, 0.059% hits | Q8NCG7; in the data active = inhibition above about 34%;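 also: 0% = enzyme with vehicle and 100% = wells lacking enzyme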
Keap1 Nrf2 FP: disrupts human Keap1 binding to Nrf2 peptide; 340,000 compounds, 0.15% hits; Q14145; inhibition, % at 9.4 µM; Keap1 Kelch-Nrf2 peptide fluorescence polarization, 1536-well; AID 504523; in the data active = inhibition above about 12%;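 also: human Keap1 Kelch domain with fluorescein labeled Nrf2 9mer peptide probe; 0% = neutral control wells and 100% = peptide positive control; higher means more block of Keap1 binding to Nrf2 peptide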
Target sequence (Q14145 whole entry, looked up, the tested form may be a part): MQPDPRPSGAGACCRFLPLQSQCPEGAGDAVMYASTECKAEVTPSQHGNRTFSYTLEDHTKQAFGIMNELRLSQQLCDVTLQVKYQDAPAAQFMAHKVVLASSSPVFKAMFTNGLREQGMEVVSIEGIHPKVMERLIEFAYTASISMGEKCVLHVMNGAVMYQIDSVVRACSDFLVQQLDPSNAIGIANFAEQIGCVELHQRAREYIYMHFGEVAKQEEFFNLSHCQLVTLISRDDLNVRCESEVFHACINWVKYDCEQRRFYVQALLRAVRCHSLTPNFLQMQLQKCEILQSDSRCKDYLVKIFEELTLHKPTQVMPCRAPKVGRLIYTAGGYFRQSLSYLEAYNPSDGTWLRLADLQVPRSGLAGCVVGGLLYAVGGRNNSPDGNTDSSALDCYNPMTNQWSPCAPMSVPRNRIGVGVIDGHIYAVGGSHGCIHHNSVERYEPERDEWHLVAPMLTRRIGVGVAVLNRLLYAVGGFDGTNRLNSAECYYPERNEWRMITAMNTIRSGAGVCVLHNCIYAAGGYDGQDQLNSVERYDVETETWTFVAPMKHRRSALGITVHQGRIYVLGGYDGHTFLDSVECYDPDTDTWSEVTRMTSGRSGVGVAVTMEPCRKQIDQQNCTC
CAL PDZ FP-2: inhibitors of human CAL PDZ peptide binding; inhibition, % at 20 µM; purified CAL PDZ, TMR-peptide fluorescence polarization, 1 h; 330,000 compounds, 0.02% hits; AID 504414;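 active = highest replicate inhibition of at least 40%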;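 also: plate controls were DMSO neutral control wells for no effect and unlabeled competitor peptide control wells for full effect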
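Material: tagged CAL PDZ protein CerCALP, purified; buffer or medium: sodium phosphate/NaCl buffer pH 7.4 with TCEP, IgG, Thesit; also added: fluorescent TMR peptide probe; schedule: 1 h incubation at room temperature before polarization reading; technique: fluorescence polarization from S- and P-plane intensities, G-factor corrected; control set: unlabelled peptide and DMSO controls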
* marks the source's active call; other numbers are inactive results; . = not tested or not shown.

SMILES	CAL PDZ FP-1	LANA DNA inh	RTF Ca sens act	SR-BI DiI-HDL act	PKA-R2B act	RTF Ca sens inh	Rtt109 Vps75	DAGLB inhibitor	Keap1 Nrf2 FP	CAL PDZ FP-2
O=C(NCc1cccs1)c1ccc(S(=O)(=O)N2CCCCC2)cc1	-0.4	-2.7	4.5	-17.9	-7.2	-11.4	0.8	-2.7	-3.1	0.1
Cc1nc(CSc2ccc(Cl)cc2)cc(NCc2ccccc2)n1	.	0.8	0.4	2.5	-2.1	5.5	0.7	-5.0	-7.3	-1.3
CCCc1nnc(NC(=O)C2CC(=O)N(C3CCCC3)C2)s1 (stereo not given)	-4.3	0.8	-3.0	.	3.4	-9.5	1.0	1.7	-3.6	-2.4
CCCCCC1CCC(C(=O)NNC(=S)NCC)CC1 (stereo not given)	0.1	-0.6	6.1	38.3	-4.1	-2.1	5.9	0.4	-8.0	0.3
Cn1c(Oc2ccc(Cl)cc2)c(C=O)c2ccccc21	-0.7	-1.5	-4.3	-52.6	1.3	4.3	-3.4	0.0	0.0	-0.5
CCOC(=O)c1c(C)[nH]c(C(=O)C(C)OC(=O)c2ccc(NC(=O)CC#N)cc2)c1C (stereo not given)	.	-1.7	0.3	-44.3	2.6	-4.3	-1.7	-2.8	1.5	-1.7
O=C(C1CC(c2ccc(F)cc2)=NO1)N1CCN(c2ccccc2)CC1 (stereo not given)	.	0.2	3.4	-50.8	7.3	4.0	10.3	-0.5	-1.7	0.8
O=C(CCC(=O)N1CCN(c2ccccc2F)CC1)N1CCN(c2ccc(F)cc2)CC1	-1.4	0.6	-4.6	-17.0	-2.4	-2.6	11.6	0.3	-0.3	0.7
CN1CCCC1CCNS(=O)(=O)c1ccc(Br)cc1 (stereo not given)	-1.0	0.4	-2.6	-8.1	-5.2	-14.6	-5.5	1.2	3.8	4.1
O=S(=O)(NC1CCCCCCC1)c1cccs1	-3.2	0.3	-3.9	-14.1	-1.4	-17.3	-6.9	-1.8	-2.2	0.1
CCCc1nnc(NC(=O)C(CC)OC(=O)c2cc(C)nc3ccccc23)s1 (stereo not given)	-2.8	-1.6	-0.3	4.0	-5.0	-8.2	-1.1	-1.4	3.0	-1.6
CC(=O)c1cccc(NC(=S)NCCC2=CCCCC2)c1	-3.0	1.7	4.2	-68.1	1.0	-2.7	6.1	-2.4	-3.3	-1.4
Cc1ccc(Cl)cc1NC(=O)Cn1cccc1	-3.7	1.0	0.4	28.6	6.1	0.0	-2.8	0.5	0.7	.
Cc1ncoc1C(=O)Nc1ccc2c(c1)OCCO2	-1.9	-2.1	7.1	16.4	-6.4	-0.9	5.6	-2.9	0.6	-0.1
COc1cc(C=C(c2nc3ccccc3s2)c2nc3ccccc3s2)cc(OC)c1O	-1.7	-0.4	7.5	-48.8	-9.2	-19.7	-2.8	2.7	-3.9	-2.5
Cc1sc(N2C(=O)C3C4C=CC(C4)C3C2=O)c(C#N)c1C (stereo not given)	-3.5	1.2	-2.2	5.9	-1.8	-2.1	-3.4	1.0	3.0	-2.8
COc1ccc(-c2nc(CNS(=O)(=O)c3ccc(OC)c(OC)c3)cs2)cc1	.	-0.2	-2.4	-31.8	-2.9	-1.0	9.9	0.5	-1.2	-1.1
CCc1nn(CCCC(=O)Nc2ccc(C)cc2C)c(=O)c2cc3occc3n12	-3.6	-0.2	-3.2	-68.2	-6.3	-3.9	-9.1	-3.4	2.6	-2.2
Cc1ccc(N2C(=O)CCC(C(=O)O)C2c2cccs2)cc1 (stereo not given)	-2.3	-1.6	-0.8	35.1	-9.2	-1.5	6.7	1.8	-0.7	-0.9
O=C(C1CCCN1S(=O)(=O)c1cccc2nsnc12)N1CCCCC1 (stereo not given)	-0.2	-3.0	-3.1	6.5	-4.1	6.4	-6.2	0.8	1.1	0.4
CN(C)CC(=O)c1c[nH]c2ccccc12	-3.1	-1.2	-1.8	-11.5	-14.2	-6.7	-5.9	-0.3	-2.5	-2.1
CC(=O)NCCn1c(SCC(=O)NCCc2ccc(S(N)(=O)=O)cc2)nc2ccccc2c1=O	.	-1.4	2.4	11.0	-0.5	-3.5	2.8	-0.9	1.7	-0.2
Cc1occc1C(=O)Nc1cccc(C(=O)NCc2ccccc2)c1	.	-1.5	-1.7	-38.2	-7.3	-4.3	5.9	-3.2	-3.7	-1.6
O=C(NC(C(=O)O)c1ccccc1)c1ccc(S(=O)(=O)N2CCOCC2)cc1 (stereo not given)	.	1.6	-6.0	15.1	10.5	-1.5	3.7	-4.2	-4.3	0.5
COc1ccccc1N(CC(=O)NC1CCCC1)S(=O)(=O)c1ccc(C)cc1	-5.9	-0.5	-1.2	5.5	5.8	-6.2	-9.2	-2.1	-3.8	-1.5

In the list so far, two have an NH in an aromatic ring:
SMILES	CAL PDZ FP-1	LANA DNA inh	RTF Ca sens act	SR-BI DiI-HDL act	PKA-R2B act	RTF Ca sens inh	Rtt109 Vps75	DAGLB inhibitor	Keap1 Nrf2 FP	CAL PDZ FP-2
CCOC(=O)c1c(C)[nH]c(C(=O)C(C)OC(=O)c2ccc(NC(=O)CC#N)cc2)c1C (stereo not given)	.	-1.7	0.3	-44.3	2.6	-4.3	-1.7	-2.8	1.5	-1.7
CN(C)CC(=O)c1c[nH]c2ccccc12	-3.1	-1.2	-1.8	-11.5	-14.2	-6.7	-5.9	-0.3	-2.5	-2.1

Part of the list above, limited to Keap1 Nrf2 FP, RTF Ca sens inh and RTF Ca sens act:
Structure	Keap1 Nrf2 FP	RTF Ca sens inh	RTF Ca sens act
COc1ccc(-c2nc(CNS(=O)(=O)c3ccc(OC)c(OC)c3)cs2)cc1	-1.2	-1.0	-2.4
CN(C)CC(=O)c1c[nH]c2ccccc12	-2.5	-6.7	-1.8

New compounds follow:
SMILES	CAL PDZ FP-1	LANA DNA inh	RTF Ca sens act	SR-BI DiI-HDL act	PKA-R2B act	RTF Ca sens inh	Rtt109 Vps75	DAGLB inhibitor	Keap1 Nrf2 FP	CAL PDZ FP-2
CCCCCNc1nc2sc3c(c2c(=O)n1-c1cccc(Cl)c1)CCN(C)C3	1.1	-0.8	6.5	-7.6	-6.4	-5.6	8.3	-3.5	-6.6	-2.1
Cc1nn2c(-c3ccncc3)ccnc2c1Br	2.5	0.6	2.2	4.4	2.9	-2.0	3.7	-2.2	3.6	-0.5
Cn1c(=O)c(=O)n(C)c2cc(N3CCOCC3)c(NS(=O)(=O)c3ccc([N+](=O)[O-])cc3)cc21	-3.4	-2.2	-1.1	-1.1	0.4	-3.6	-2.1	0.4	-5.6	-2.5
COCC(=O)Nc1nnc(SCC(=O)NCc2cccs2)s1	-4.5	-1.3	13.5	-8.0	7.6	-23.7	-12.8	-1.7	-3.8	.
CCOC(=O)CC(=O)CSc1nc2c(cc1C#N)CCCCCC2	-4.4	-2.9	1.5	-5.3	-3.3	-3.4	-7.2	0.6	-6.1	0.3
Cc1ccccc1C1CC(c2cccs2)=NN1S(C)(=O)=O (stereo not given)	-0.7	-1.0	1.9	-3.5	-9.0	6.2	4.0	-3.1	-8.0	0.6
CC(=O)c1ccc(N2CCN(C(=O)c3cc(C)on3)CC2)cc1	-3.1	-0.7	-3.3	-6.7	-1.1	-23.4	6.9	-0.8	-2.5	-1.5
NC(N)=NS(=O)(=O)c1ccc(NC(=S)NC(=O)/C=C/c2ccccc2)cc1	-1.5	-0.5	-7.5	21.8	7.6	2.2	5.6	-0.4	-1.5	-0.2
CCC(C)NC(=O)CSc1nc2cc3c(cc2c(=O)n1Cc1ccco1)OCO3 (stereo not given)	1.9	-0.1	3.9	-6.8	-9.2	0.4	4.2	0.7	0.3	0.6
COc1ccc([C@H]2CC(=O)C=C(c3ccc(OC)nc3)C2)cc1	0.3	0.3	3.6	-11.1	-1.2	-13.2	-1.7	-4.3	3.8	0.3
COC(=O)CSc1nc(N)c(NC(=O)c2ccc(OC)c(OC)c2)c(=O)[nH]1	-5.4	0.8	-0.1	38.8	0.6	-1.0	6.7	0.4	2.7	0.6
Cc1cc(OCC(=O)OCC(=O)N2CCc3ccccc32)ccc1Cl	-2.8	-2.7	0.7	14.2	6.0	-1.4	-3.1	-7.3	-0.1	-1.0
CCOC(=O)c1nc(NCc2ccccc2F)c2ccccc2n1	-7.9	-0.5	0.6	-7.6	10.0	2.3	-1.1	-0.7	-4.0	-2.9
COc1ccccc1/C=C1\CCCC2=C1Nc1nnnn1C2c1ccccc1OC (stereo not given)	-1.7	0.5	4.0	-3.0	-10.2	0.7	-2.7	2.5	-7.4	-1.2
Cc1c(Cl)cccc1N/C(SCC(=O)N1CCCCCC1)=C(/C#N)c1nc2ccccc2s1	-1.4	1.4	-7.4	-38.3	3.7	-3.2	2.8	-0.8	-1.9	-0.1
Cc1ccc(S(=O)(=O)N2CCC(C(=O)NCCC3=CCCCC3)CC2)cc1C	-0.1	2.0	-1.0	-11.2	-2.0	1.3	25.9	-2.5	5.3	-2.5
O=C(OCC(=O)N1CCOCC1)C(c1ccccc1)c1ccccc1	-4.5	0.9	2.9	14.9	-12.2	0.8	-4.2	-5.7	3.8	-0.1
CN=Cc1c(NC)nc2c(C)cccn2c1=O	-2.3	-5.0	3.7	12.4	-1.5	-6.4	0.4	-2.0	-3.0	-3.7
N#Cc1ccc(C23CC4(C2)[C@H](CN(CC2CCCCC2)[C@@H]4c2ccccc2)C3c2ccc(Cl)nc2)cc1 (stereo not given in full)	0.9	0.1	-5.8	14.4	6.2	-3.9	7.1	-2.8	-7.5	0.8
CCCc1[nH]n(-c2ccc([N+](=O)[O-])cc2)c(=O)c1C=NCCc1ccc(OC)c(OC)c1	-2.4	-0.9	-1.2	-72.3	5.7	9.0	-3.3	-0.2	-4.3	-1.0
COCCn1cnc2c1c(=O)n(Cc1ccc(C#N)cc1)c(=O)n2Cc1ccccc1	-5.1	-1.3	-4.5	5.3	4.5	-4.5	1.6	-0.2	-2.8	-1.8
Cc1coc2cc3oc(=O)c(CCC(=O)NCCN4CCOCC4)c(C)c3cc12	-0.6	0.8	-0.4	-28.3	-8.3	-6.8	-7.2	-0.8	-3.4	0.9
CSc1ncccc1C(=O)NCc1nnc2ccccn12	-3.6	-1.7	-6.1	8.4	10.2	-1.3	14.2	0.3	2.7	0.0
O=C(NNC1CC(=O)N(c2ccccc2)C1=O)c1cccnc1 (stereo not given)	-0.2	2.0	-3.9	22.5	5.9	-2.1	-3.8	1.8	-0.1	-0.4
O=C1COc2cc(O)ccc21	0.7	1.4	11.7	6.3	-4.8	-14.1	-5.2	-0.1	-4.1	-0.6
Oc1c(C2=NCCNC(C(F)(F)F)=C2)ccc2ccccc12	-4.9	0.7	-2.8	-41.2	-4.8	12.8	13.3	29.6	-2.2	.
C=CCN1C=C2C(=O)C(C)(OC(=O)C3CCCC3)C(=O)C(c3ccccc3)=C2C=C1CCCC(=O)OC (stereo not given)	1.5	-0.6	6.7	-4.8	-0.1	-9.0	9.0	0.5	-3.2	-1.5
CC(C)NC(=S)NCc1cccs1	0.6	-1.5	1.6	29.9	-9.6	3.8	28.0	0.3	-1.6	-0.8
